# KKLEB cytotox: CF airway cell cytotoxicity counter-screen; KKLEB CF airway cells viability, ATPlite luminescence, overnight; hits give low values; cells stimulated with P. aeruginosa culture filtrate; activity change (cytotoxicity), % at 5 µM; 360,000 tested, 0.36% active;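 active means corrected activity change at or below -50% at 5 µM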
# LMP1 NFkB inh: inhibitors of Epstein-Barr LMP1-induced NF-kappaB reporter; inhibition, % at 12.5 µM; 350,000 tested, 0.69% active; AID 504558; LMP1-induced NF-kappaB luciferase reporter cells, luminescence; in the data active means inhibition above about 41%;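 further: 0% = neutral control wells and 100% = reference inhibitor control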
# NR2E3 ag-1: NR2E3 (human) agonism; Q9Y5X4; GST-NR2E3/biotin-RetCOR TR-FRET, 1536-well; inhibition of corepressor binding, % at 4.78 µM; 320,000 tested, 0.12% active; AID 2300;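 active means percent inhibition above the cutoff of mean plus 3 SD of all tested compounds, set per screening campaign, cut at about 20% in these data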;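 further: 0% = DMSO wells and 100% = biotin wells as full block of FRET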
# Target sequence (Q9Y5X4 whole entry, looked up): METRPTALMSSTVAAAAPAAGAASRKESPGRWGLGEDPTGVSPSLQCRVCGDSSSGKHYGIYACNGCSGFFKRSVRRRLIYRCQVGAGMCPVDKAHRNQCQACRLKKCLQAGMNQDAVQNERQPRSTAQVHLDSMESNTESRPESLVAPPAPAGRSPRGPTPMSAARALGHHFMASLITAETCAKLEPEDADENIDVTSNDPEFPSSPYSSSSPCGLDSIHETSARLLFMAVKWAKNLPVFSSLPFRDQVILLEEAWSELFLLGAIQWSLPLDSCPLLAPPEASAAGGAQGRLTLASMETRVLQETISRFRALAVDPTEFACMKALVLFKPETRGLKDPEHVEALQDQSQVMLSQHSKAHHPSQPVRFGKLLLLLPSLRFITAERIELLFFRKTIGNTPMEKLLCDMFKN
#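 System: GST-NR2E3 and biotin-RetCOR proteins; probe or stimulus: 7 nM biotin-RetCOR; doses: compound at 4.8 µM, single dose; schedule: Compound–protein incubation for 5 h at 4 °C; detection: time-resolved FRET; read-out: percent inhibition; controls: biotin wells as high control, 0.6% DMSO wells as low control; format: 1536-well plates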
# Shn3 inh set2: inhibitors of Schnurri-3 3'UTR reporter in osteoblasts. inhibition, % at 12.5 µM. Clone20 osteoblast Shn3 3'UTR firefly luciferase, 24 h. AID 588674. 360,000 tested, 0.52% active;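 active means mean inhibition of at least 75% with every replicate also reaching 75%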;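 further: 0% = median of neutral control wells and 100% = pilot-screen positive control compound; some compounds past the cut are filed as inactive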
# HIF-2a block: HIF-2a inhibition; inhibition, % at 18.8 µM; 786-0 RCC cells HIF-2a reporter, luciferase luminescence, overnight; 360,000 tested, 0.72% active;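 active means inhibition of the luminescence signal of 40% or more relative to plate controls, in a single-dose primary screen at 18.75 µM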
# Peg3 promoter: reduces Peg3 promoter-driven luciferase expression in HeLa; HeLa PEG-Prom luciferase reporter, luminescence, overnight; 360,000 tested, 1.7% active; inhibition, % at 20 µM;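 active means inhibition of at least 50% at 20 µM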
# NR2E3 ag-2: activates human NR2E3 receptor; Q9Y5X4; inhibition of corepressor binding, % at 3.98 µM; CHO-S Gal4-NCOR/VP16-NR2E3 two-hybrid, luciferase; AID 602229; 360,000 tested, 0.35% active;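 active means inhibition above the mean of all tested compounds plus 3 SD, cut at about 70% in these data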;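 further: 0% = DMSO with NR2E3 transfected cells and 100% = cells lacking NR2E3 construct; higher means lower luciferase signal from less NR2E3 corepressor binding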
# TRAIL sens C8: caspase-8 TRAIL sensitization. NB7+C8 cells + TRAIL, ATPlite viability luminescence. inhibition (viability loss, TRAIL sensitization), % at 10 µM. AID 624354. 360,000 tested, 1% active;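 active means compounds causing at least 50% loss of cell viability in the single-dose screen, relative to plate controls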
# TRPM1 prom inh: MITF TRPM1 promoter inhibition in SK-MEL-5 cells. inhibition, % at 12.5 µM. SK-MEL-5 TRPM1 promoter luciferase, 24 h. 330,000 tested, 0.83% active;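 active means mean inhibition across replicates of 60% or more, whatever share of single replicates reaches that level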; further: values of inactives mirror those of a sister screen read the other way
# CF NFkB inh: cystic fibrosis NF-kB activation inhibition; KKLEB NF-kB-GFP reporter, PAF-induced, GFP fluorescence overnight; inhibition, % at 5 µM; 360,000 tested, 0.86% active;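 active means at least 50% inhibition at 5 µM, scaled per plate between neutral and stimulator controls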;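 further: PAF is a Pseudomonas aeruginosa culture filtrate used as stimulus; plate controls were PAF-stimulated DMSO wells for no effect and unstimulated DMSO wells for full effect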
# hiPSC survival: enhancers of human iPSC single-cell survival; hiPSC single-cell survival, ATPlite luminescence; 100% = ROCK inhibitor wells, 0% = DMSO; 360,000 tested, 0.044% active; AID 602274; survival enhancement, % at 20 µM; in the data active means survival enhancement above about 18%;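 further: cells exposed to compounds for 16 hours before the ATP read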
# Active calls of the source: *; . = no result given. This is a subset; count on the stated rates, not on these rows.
entry	smiles	KKLEB cytotox	LMP1 NFkB inh	NR2E3 ag-1	Shn3 inh set2	HIF-2a block	Peg3 promoter	NR2E3 ag-2	TRAIL sens C8	TRPM1 prom inh	CF NFkB inh	hiPSC survival
1	Cc1cc(C)cc(N(CC(=O)NCc2ccc(F)cc2)C(=O)c2snc(C(N)=O)c2N)c1	3	-8	3	3	9	17	8	-24	6	-6	0.6
2	Cc1ccc(N(CC(=O)NC2CCCCC2)S(=O)(=O)c2c(C)nn(C)c2C)cc1	4	3	3	4	14	7	22	-31	1	-5	0.1
3	Cn1c(-c2ccc(F)cc2)cnc1NCc1ccccc1F	-2	0	2	-14	-93	-83	-18	24	-18	-9	-0.9
4	CCOC(=O)NC(=O)/C(N=Nc1cc(C)cc(C)c1)=C(\C)O	-8	8	2	4	16	9	-5	-6	1	-19	-0.6
5	CSCCC(NC(=O)COc1ccccc1)C(=O)NCC1COc2ccccc2O1 (configuration not stated)	4	3	0	-17	2	20	1	6	3	2	0.4
6	S=C(Nc1ccccc1Cl)Nc1ccc(Cl)cc1Cl	-2	-4	3	6	-2	3	7	-5	12	-3	-2.8
7	COc1ccc(C2C(C#N)=C(N)N(c3cccnc3)C3=C2C(=O)CC(C)(C)C3)cc1OC (configuration not stated)	-2	-3	0	3	13	9	-12	-3	5	3	5.0
8	Cn1cc(S(=O)(=O)Nc2ccc3c(c2)OCCO3)cn1	7	9	8	1	26	-15	-7	-7	-1	7	-0.6
9	CCN(CC)C(C)C(=O)Nc1c2c(cc3c1CCC3)CCC2 (configuration not stated)	-20	-12	-4	-12	16	-3	-11	-3	1	16	-1.6
10	CC1=C(C(=O)NC(C)c2ccc3c(c2)OCCO3)C2(CCC(C)CC2)OC1=O (configuration not stated)	5	5	0	0	2	6	-38	-8	5	-6	2.4
11	FC(F)(F)c1cc(CCN2C(=S)NC[C@@H]2c2ccccc2)cc(C(F)(F)F)c1	-13	4	0	1	9	-6	11	0	16	23	-0.9
12	CC(C)CN(CC(C)C)c1ccc(/C=N/n2cnnc2)cc1[N+](=O)[O-]	4	-1	2	13	33	6	-7	-4	-13	-4	-1.7
13	O=S(=O)(Nc1cccc2c1CCCC2)c1cccc(C(F)(F)F)c1	0	-3	1	36	14	20	-31	2	-12	-14	-1.6
14	O=C1C2C3CCCC3=C3CCCC3C2C(=O)N1c1ccccc1 (configuration not stated)	1	-6	2	-7	15	16	-1	4	14	10	6.5
15	Cc1ccnc(N2CCN(c3cc(C)c(C#N)c4nc5ccccc5n34)CC2)c1	-12	29	0	-2	7	8	-8	16	3	-3	1.4
16	CN(C)c1ccc(C(C(=O)NC2CCCC2)N(C(=O)c2csnn2)C2CC2)cc1 (configuration not stated)	9	-2	2	5	9	13	-24	-20	6	14	-0.8
17	COc1ccc(/C=C/C(=O)Oc2ccc(/C=N/NC(=O)c3ccncc3)cc2)cc1	-14	0	2	7	37	11	-34	18	-3	5	-0.5
18	COc1ccc(CN2CCNC(=O)C2CC(=O)N(C)Cc2nonc2C)c(F)c1 (configuration not stated)	-6	3	-2	-9	7	24	-9	-14	5	-2	-0.4
19	Cc1ccc2nc(SCC(=O)Nc3cccc(Cl)c3)nc(=O)n2c1	-2	-2	-3	21	-125	-107	-22	-11	-27	25	-0.2
20	O=C(c1cc(-c2ccncc2)nc2ccccc12)N1CCN(c2ccc(N3CCOCC3)nn2)CC1	6	-2	3	4	2	7	-7	5	8	-2	4.8
21	CCCCCCc1cc2cc(C(=O)Nc3ccccc3)c(=O)oc2cc1O	-83*	-1	8	-12	0	24	-19	60*	72*	79*	-0.2
22	COc1cccc(NC(=O)CN(c2cccc(C(F)(F)F)c2)S(C)(=O)=O)c1	3	-13	3	-8	18	9	-12	-3	3	12	-0.8
23	CN(c1ccc(OCC(=O)Nc2nc3ccccc3s2)cc1)S(=O)(=O)c1ccccc1	7	1	-2	3	-4	-7	-9	17	0	-8	0.8
24	Cc1ccc2c(c1)NC(=O)C(CC(=O)O)O2 (configuration not stated)	-6	4	-4	6	7	20	-27	1	.	3	-2.2
25	O=C(c1cccc(F)c1)N1CCCC(C(=O)N2CCN(c3ccccc3)CC2)C1 (configuration not stated)	6	-2	-2	-7	18	6	13	-2	-35	-7	0.2
26	Cc1onc(-c2ccccc2)c1-c1csc(COc2ccccc2)n1	-3	-1	0	1	4	17	-19	-19	-4	-7	-0.3
27	Nc1nc(-c2ccc(Cl)cc2)nn1C(=O)c1cccnc1	-2	-3	0	-42	-85	-23	-29	-2	-8	-1	0.4
28	COc1ccc(C=C2SC(=S)NC2=O)c(OC)c1OC	-5	6	.	14	-38	16	15	-9	-2	-71	1.1
29	COc1ccc(C(=O)OCC(=O)c2ccc(C3CCCCC3)cc2)cc1	3	3	3	8	-28	-28	-6	10	8	7	1.9
30	O=C1c2ccccc2CCC12OC2c1ccncc1 (configuration not stated)	2	8	.	5	27	17	31	10	.	24	5.9

# (continued)
entry	smiles	KKLEB cytotox	LMP1 NFkB inh	NR2E3 ag-1	Shn3 inh set2	HIF-2a block	Peg3 promoter	NR2E3 ag-2	TRAIL sens C8	TRPM1 prom inh	CF NFkB inh	hiPSC survival
31	C=CCn1c(SCC(=O)NCCOC)nnc1-c1cc2c(s1)CCC(CC)C2 (configuration not stated)	-10	0	-1	-1	-43	-47	3	13	4	-3	0.4
32	Cc1noc(C)c1COc1cccc(C(=O)Nc2ccccc2N2CCOCC2)c1	-5	8	-4	10	-22	-11	17	6	-6	9	1.1
33	Nc1cccc(-c2cn3cccnc3n2)c1	5	-8	2	-28	-52	-37	-14	2	-9	-20	0.2
34	NC1=NC(=O)C(c2ccccc2)(c2ccccc2)S1	2	3	.	10	1	-6	-34	0	14	15	-1.7
35	CCCCCCCCCCCC(=O)NC1CCS(=O)(=O)C1 (configuration not stated)	3	2	0	-32	11	-16	-6	-17	-2	6	0.2
36	Cc1c(N(C)C(=O)c2ccc3c(c2)OCO3)c(=O)n(-c2ccccc2)n1C	2	-19	0	-27	-1	12	-7	-12	4	9	2.9
37	O=C(Nc1ccc(OCc2ccccc2)cc1)c1cccc([N+](=O)[O-])c1	-26	-24	1	15	-46	-33	-25	-3	-33	17	-0.3
38	O=C(CCN1C(=O)C2C3C=CC(C3)C2C1=O)Nc1ccc2c(c1)OCO2 (configuration not stated)	-24	-8	4	-24	-46	-40	-29	-3	5	16	-3.8
39	O=C(CCNC(=O)c1ccc([N+](=O)[O-])cc1)Nc1ccc(F)cc1	11	-21	4	-4	11	1	-24	-9	7	-10	-0.6
40	Cn1ccc(=NC=C(C#N)C#N)c2ccccc21	8	-3	2	2	7	7	15	-7	-1	-25	-0.9
41	CC(C)CC(NC(=O)C(NC(=O)OC(C)(C)C)C(C)C)C(N)=O (configuration not stated)	-13	-10	8	3	14	5	-27	-2	17	-1	-1.9
42	CCCn1nnc(NC(=S)NC(=O)c2cccs2)n1	0	-11	3	-21	-65	-46	-11	-14	-7	9	1.0
43	Cc1ccc(NC(=O)Cn2c(=O)cnc3ccccc32)cc1S(=O)(=O)N1CCCCC1	13	11	0	27	11	14	-11	-5	-3	-27	-0.5
44	N#Cc1cc(-c2ccccc2)oc1NC(=O)c1ccco1	9	8	-2	-15	-88	-42	-1	10	-5	1	1.9
45	CCN(CC(=O)NCc1cccs1)C(=O)Cc1ccc(Cl)c(Cl)c1	9	2	.	7	26	14	-8	-10	7	-14	-0.2
46	O=C(CN1CCOCC1)Nc1ccc2c(c1)OC(F)(F)O2	-38	-1	-1	5	4	5	1	3	3	-2	-0.2
47	O=C(c1ccco1)N1CCN(C(c2ccccc2Cl)c2nnnn2Cc2ccco2)CC1 (configuration not stated)	7	-4	0	-59	-1	39	-4	-6	14	1	-3.3
48	COc1ccc(C(C)=O)cc1COC(=O)C(CO)NS(=O)(=O)c1ccc(Br)cc1 (configuration not stated)	-3	0	4	5	11	15	-15	15	-4	10	-1.0
49	CC1CCCC(C)N1C(=O)COC(=O)CCC(=O)c1ccc(F)cc1 (configuration not stated)	4	-7	.	-6	-2	1	-1	-13	18	-8	-2.0
50	CC(=O)N1CCC2(CC1)CC(=O)c1cc(OCC(=O)NCc3ccc(C)cc3)ccc1O2	-6	-1	1	17	11	-2	-30	8	8	-3	-2.4
51	O=c1cc(-c2cccc(F)c2)[nH]c2ccccc12	-4	1	-1	-10	27	-17	-14	6	37	34	1.4

# Some of the entries above, reformatted:
# Values run as follows: KKLEB cytotox	LMP1 NFkB inh	NR2E3 ag-1	Shn3 inh set2	HIF-2a block	Peg3 promoter	NR2E3 ag-2	TRAIL sens C8	TRPM1 prom inh	CF NFkB inh	hiPSC survival
38) O=C(CCN1C(=O)C2C3C=CC(C3)C2C1=O)Nc1ccc2c(c1)OCO2 (configuration not stated)
 : -24	-8	4	-24	-46	-40	-29	-3	5	16	-3.8
39) O=C(CCNC(=O)c1ccc([N+](=O)[O-])cc1)Nc1ccc(F)cc1
 : 11	-21	4	-4	11	1	-24	-9	7	-10	-0.6
40) Cn1ccc(=NC=C(C#N)C#N)c2ccccc21
 : 8	-3	2	2	7	7	15	-7	-1	-25	-0.9
41) CC(C)CC(NC(=O)C(NC(=O)OC(C)(C)C)C(C)C)C(N)=O (configuration not stated)
 : -13	-10	8	3	14	5	-27	-2	17	-1	-1.9
42) CCCn1nnc(NC(=S)NC(=O)c2cccs2)n1
 : 0	-11	3	-21	-65	-46	-11	-14	-7	9	1.0
43) Cc1ccc(NC(=O)Cn2c(=O)cnc3ccccc32)cc1S(=O)(=O)N1CCCCC1
 : 13	11	0	27	11	14	-11	-5	-3	-27	-0.5
44) N#Cc1cc(-c2ccccc2)oc1NC(=O)c1ccco1
 : 9	8	-2	-15	-88	-42	-1	10	-5	1	1.9
45) CCN(CC(=O)NCc1cccs1)C(=O)Cc1ccc(Cl)c(Cl)c1
 : 9	2	.	7	26	14	-8	-10	7	-14	-0.2
46) O=C(CN1CCOCC1)Nc1ccc2c(c1)OC(F)(F)O2
 : -38	-1	-1	5	4	5	1	3	3	-2	-0.2
47) O=C(c1ccco1)N1CCN(C(c2ccccc2Cl)c2nnnn2Cc2ccco2)CC1 (configuration not stated)
 : 7	-4	0	-59	-1	39	-4	-6	14	1	-3.3
48) COc1ccc(C(C)=O)cc1COC(=O)C(CO)NS(=O)(=O)c1ccc(Br)cc1 (configuration not stated)
 : -3	0	4	5	11	15	-15	15	-4	10	-1.0

# Screening data as filed in PubChem.
